# Screens (PubChem)
# COUP-TFII inh: NR2F2 transcriptional activity inhibitors, primary screen, cell-based, luciferase reporter, HEK293T, luminescence | COUP transcription factor 2 (Homo sapiens), P24468 | HEK293T NGFI-A luciferase reporter | inhibition, % at 8.6 µM | hit rate 0.7% among 370,000 | AID 686940, 2013;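 active = inhibition above a per-plate cutoff, mean inhibition of test wells between control levels plus 3 SD, cut at about 38% in these data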;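 note: cells cotransfected with COUP-TFII expression vector driving the NGFI-A reporter; 0% = median of COUP-TF2 test wells and 100% = reporter-only cells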
# ABHD5-PLIN5 inh: ABHD5-PLIN5 interaction inhibitors, primary screen, cell lysate, split luciferase complementation, luminescence; Perilipin-5 (Homo sapiens) + 1-acylglycerol-3-phosphate O-acyltransferase ABHD5 (Homo …; Split G. princeps luciferase complementation, 4 h; inhibition, % at 4 µM; hit rate 0.78% among 360,000; AID 602281, 2012;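 active = inhibition above the mean inhibition across every tested compound plus 3 SD, cut at about 22% in these data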;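 note: 0% = DMSO only wells and the 100% control is not disclosed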
# LMP1 NFkB inh: EBV LMP1-driven NF-kappaB luciferase reporter inhibitors, primary screen, cell-based, luminescence, single point. inhibition, % at 12.5 µM. hit rate 0.69% among 350,000. LMP1-induced NF-kappaB luciferase reporter cells. AID 504558, 2011; in the data active = inhibition above about 41%;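 note: 0% = neutral control wells and 100% = reference inhibitor control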
# NCOA1 inh: SRC1 coactivator transcriptional activity inhibitors, primary screen, cell-based, luminescence | Nuclear receptor coactivator 1 (Homo sapiens), Q15788 | HEK293 GAL4-SRC1 luciferase reporter | inhibition, % at 3.6 µM | hit rate 0.12% among 360,000 | AID 588354, 2011;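 active = inhibition above the campaign mean plus 3 SD, with each screening campaign given its own cutoff, cut at about 60% in these data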;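 note: 0% = DMSO treated cells and 100% = gossypol at 36 µM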
# TLR9-MyD88 block: inhibitors of TLR9-MyD88 association in cells, primary screen, cell-based, CHO, BLA complementation, fluorescence | CCF4 FRET ratio | inhibition, % at 4.98 µM | hit rate 0.21% among 340,000 | AID 504734, 2011;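 active = inhibition above the mean over all tested compounds plus 3 SD, cut at about 21% in these data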;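 note: 0% = DMSO only wells and 100% = clavulanate BLA inhibitor control wells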
# MC4R barr agon: MC4R agonists recruiting beta-arrestin, primary screen, cell-based, luminescence, agonist arm of biased-ligand search; Melanocortin receptor 4 (Homo sapiens), P32245; U2OS MC4R beta-arrestin complementation; percent of melanotan II response, DMSO zero; activation, % at 8.9 µM; hit rate 0.98% among 360,000; AID 540308, 2011;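 active = activation above a per-plate cutoff, the mean activation of sample wells on that plate plus 3 SD, cut at about 8% in these data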
# NCOA3 inh: SRC3 coactivator transcriptional activity inhibitors, primary screen, cell-based, luminescence; Nuclear receptor coactivator 3 (Homo sapiens), Q9Y6Q9; HEK293 GAL4-SRC3 luciferase reporter; inhibition, % at 3.6 µM; hit rate 0.17% among 360,000; AID 588352, 2011;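 active = inhibition above a per-campaign cutoff, the mean of all compounds plus 3 SD, cut at about 60% in these data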;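 note: 0% = DMSO-treated cells and 100% = gossypol-treated cells at 36 µM; higher means less SRC3-driven luciferase light from the GAL4 reporter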
# NCOA2 inhibitor: inhibition of GAL4-SRC2 driven luciferase reporter, primary screen, SRC2 inhibitor project, cell-based, luminescence | Nuclear receptor coactivator 2 (Homo sapiens), Q15596 | HEK293 GAL4-SRC2 luciferase reporter | inhibition, % at 9 µM | hit rate 0.17% among 370,000;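 active = inhibition above the mean inhibition of all tested compounds plus 3 SD, set per campaign, cut at about 52% in these data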;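 note: 0% = DMSO treated cells and 100% = cells given Gossypol at 36 µM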
# MC4R antagonist: MC4R antagonists of cAMP signaling, primary screen, cell-based, TR-FRET, antagonist arm of biased-ligand search; Melanocortin receptor 4 (Homo sapiens), P32245; MC4R-expressing cells, MTII-stimulated cAMP, LANCE TR-FRET; inhibition, % at 6.5 µM; hit rate 0.48% among 360,000;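 active = inhibition above its plate's cutoff, the mean of tested wells on that plate plus 3 SD, cut at about 29% in these data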;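 note: 0% = Melanotan II alone and 100% = Melanotan II plus saturating MCL0020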
#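 Material: human MC4R-expressing U2OS cells. Probe or stimulus: Melanotan II challenge. Dosing: 6.5 µM single dose. Times: 30-min compound, 1-h challenge, 1-h detection, room temperature. Technique: TR-FRET with Eu-cAMP and labeled anti-cAMP, 671 nm. Replication: singlicate.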
# NOD2 RIPK2 PPI: NOD2-RIPK2 binding disruptors in cells, primary screen, fluorescence, CHO cells, BLA complementation; Receptor-interacting serine/threonine-protein kinase 2 (Homo sapiens), O43353; CCF4 ratio; inhibition, % at 4.98 µM; hit rate 0.38% among 360,000; AID 624267, 2012; in the data active = inhibition above about 21%;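 note: 0% = vehicle only and 100% = reference blocker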
# Target sequence (O43353 whole entry, looked up): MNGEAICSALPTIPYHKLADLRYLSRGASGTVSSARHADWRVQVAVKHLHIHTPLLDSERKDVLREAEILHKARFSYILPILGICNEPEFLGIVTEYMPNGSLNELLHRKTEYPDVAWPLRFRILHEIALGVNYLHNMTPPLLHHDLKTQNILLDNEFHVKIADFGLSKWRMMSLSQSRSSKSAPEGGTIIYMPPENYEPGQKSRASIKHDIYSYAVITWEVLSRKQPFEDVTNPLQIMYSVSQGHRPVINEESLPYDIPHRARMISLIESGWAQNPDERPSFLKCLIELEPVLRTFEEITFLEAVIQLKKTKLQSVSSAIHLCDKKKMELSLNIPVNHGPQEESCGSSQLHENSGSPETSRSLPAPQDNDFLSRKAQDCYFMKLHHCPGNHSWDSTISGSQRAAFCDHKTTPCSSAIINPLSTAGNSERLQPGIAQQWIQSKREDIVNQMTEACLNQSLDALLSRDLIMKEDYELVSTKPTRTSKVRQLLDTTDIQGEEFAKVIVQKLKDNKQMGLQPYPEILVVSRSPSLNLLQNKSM
# LRH-1 inv ag: LRH-1 (NR5A2) inverse agonists, primary screen, cell-based, luminescence, HEK293T, StAR-luciferase reporter | Nuclear receptor subfamily 5 group A member 2 (Homo sapiens), O00482 | LRH-1 transfected, 24 h | inhibition, % at 3.6 µM | hit rate 0.13% among 360,000 | AID 602396, 2012;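 active = inhibition above the mean inhibition of all tested compounds plus 3 SD, cut at about 73% in these data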;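 note: 0% = DMSO wells and 100% = reporter-only cells lacking LRH-1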
# Target sequence (O00482 whole entry, looked up): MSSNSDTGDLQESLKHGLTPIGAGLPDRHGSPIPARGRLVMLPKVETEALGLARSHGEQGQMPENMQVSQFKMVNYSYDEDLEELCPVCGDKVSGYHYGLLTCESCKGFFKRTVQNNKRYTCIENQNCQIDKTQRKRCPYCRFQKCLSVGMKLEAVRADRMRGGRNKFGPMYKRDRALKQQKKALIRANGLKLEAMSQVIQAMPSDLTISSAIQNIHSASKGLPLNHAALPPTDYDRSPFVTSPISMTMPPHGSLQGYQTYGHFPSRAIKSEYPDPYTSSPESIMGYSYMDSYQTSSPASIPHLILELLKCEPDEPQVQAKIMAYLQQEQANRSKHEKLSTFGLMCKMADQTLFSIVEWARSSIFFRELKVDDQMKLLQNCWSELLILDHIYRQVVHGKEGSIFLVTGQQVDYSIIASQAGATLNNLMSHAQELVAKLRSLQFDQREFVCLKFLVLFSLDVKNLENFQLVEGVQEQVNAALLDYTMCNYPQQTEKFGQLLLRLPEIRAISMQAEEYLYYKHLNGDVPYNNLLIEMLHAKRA
# * = called active by the depositor; nt = not tested or not shown; & = joins results of further samples. A portion of the library (hit frequency here may not be typical).
SMILES,COUP-TFII inh,ABHD5-PLIN5 inh,LMP1 NFkB inh,NCOA1 inh,TLR9-MyD88 block,MC4R barr agon,NCOA3 inh,NCOA2 inhibitor,MC4R antagonist,NOD2 RIPK2 PPI,LRH-1 inv ag
COC(=O)c1cccc(CN2C(=O)C(C)Sc3cc(Cl)ccc32)c1 (configuration not stated),-11,0,nt,-57,nt,1.7,-37,-31,3,6,-53
COc1ccc(-n2c(Cn3nc(C(F)(F)F)cc3C)n[nH]c2=S)cc1,-5,-6,8,-4,-6,-1.0,5,-8,3,5,-8
COc1ccc(S(=O)(=O)NC(C)C(=O)N2CCCC2)cc1C (configuration not stated),9,-5,-7,-17,9,-1.5,-13,19,3,-2,11
CCOC(=O)CSC1=Nc2ccccc2C2=NC(CC(=O)NCc3ccc(OC)cc3)C(=O)N12 (configuration not stated),-16,-2,4,-51,2,0.5,8,-2,-2,-1,0
CCOC(=O)c1ccc(N2C(=O)CC(N3CCOCC3)C2=O)cc1 (configuration not stated),6,-4,-2,-12,3,-1.5,-2,-17,10,4,4
NC(=O)CC(NC(=O)c1ccccc1)c1ccc(NCCCN2CCCC2=O)c([N+](=O)[O-])c1 (configuration not stated),1,-6,-2,5,0,-2.3,10,-14,2,-1,-23
OC(c1ccccc1)(c1ccccc1)C1CCN(CCCOc2ccc(F)cc2)CC1,1&6,3,nt,nt,nt,nt,nt,-13,nt,-10,-7
COc1ccc(N=C2SC(C(=O)Nc3ccc(OC)cc3)CC(=O)N2CCN2CCOCC2)cc1 (configuration not stated),-4,3,9,-39,-7,-0.8,12,-1,28,-2,21
CC(=O)OC1c2c(ccc3ccc(=O)oc23)OC(C)(C)C1OC(=O)CC(C)C (configuration not stated),3,-7,1,-8,7,1.7,17,9,3,2,11
COc1ccc(COC(=O)N/N=C(\C)CC(=O)NCc2ccc(Cl)cc2)cc1,-3,-6,0,-16,6,-1.7,24,-27,13,-5,-11
COc1ccc(C(O)(C(C)C)C(CN2CCOCC2)c2ccc(Cl)cc2)cc1 (configuration not stated),-13,4,-4,25,-3,0.9,-6,13,10,-4,2
Cc1ccc(C(=O)N(C)Cc2nc3ccccc3c(=O)[nH]2)cc1NC(=O)c1ccco1,0,8,6,5,6,-0.1,12,0,3,-10,17
C=CCn1c(=O)c2ccccc2n2c(SCC(=O)O)nnc12,-14,7,-3,18,6,-0.9,8,-29,8,7,6
COc1ccc(C(=O)C2CCCN(Cc3ccc4c(c3)OCCO4)C2)cc1F (configuration not stated),-4,2,-2,-13,-8,-0.3,12,-3,-2,4,11
O=C(CN1CCN(c2ccccc2O)CC1)NNC(=O)c1ccc(Cl)cc1,-7,-2,-2,3,4,-3.1,9,-5,9,-9,13
O=C(NNc1c(Cl)cccc1Cl)c1cccs1,-1,-7,1,4,2,1.1,20,-17,22,-7,12
O=C(Nc1cccc(F)c1)Nc1ccc(Cl)cn1,-14,-3,-22,-42,-15,4.7,-45,-16,10,-6,-37
COc1ccccc1OCC(=O)NNC(=O)Nc1ccc(Cl)cc1,11,3,5,6,-5,-2.0,17,-1,-11,6,-1
CC12CN(C(=O)c3ccccc3)C3(C#N)CC1CCC23C (configuration not stated),2,5,-2,5,5,-0.5,18,9,7,-3,9
O=c1c2ccccc2ncn1-c1ccc(Cl)cc1[N+](=O)[O-],0,-2,-4,-34,-20,-0.2,19,-15,3,-1,7
CCc1nc2sc3c(c2c(=O)n1N)CC(C)(C)OC3,3,2,-2,6,1,-0.8,11,-20,3,-4,-4
CCc1ccc(-c2cc(C)no2)cc1S(=O)(=O)NCCc1ccccc1,8,-3,-7,-12,-4,-0.6,10,-30,4,-6,-17
O=[N+]([O-])c1cc(/C=N/N2CCCCC2)ccc1Cl,0,4,-20,-20,10,-3.3,-33,-28,6,3,-13
N#Cc1cc([N+](=O)[O-])ccc1Oc1cccc(/C=N/NC(=O)c2ccc(Cl)cc2)c1,5,0,-5,-5,-3,2.8,11,6,6,-3,-2
Cc1cc(C(=O)Nn2c(C3CCCCC3)nc3ccccc3c2=O)ccc1[N+](=O)[O-],-3,-2,-10,-23,2,4.3,2,10,13,-20,3
O=C(COc1ccccc1)N=C1SC2CS(=O)(=O)CC2N1c1ccccc1 (configuration not stated),-3,3,-2,9,-11,2.5,-10,7,7,8,-20
CCOC(=O)c1c(C)nc(C)c(C(=O)OCC)c1-c1ccc(OC)cc1,-3,-7,-8,9,-11,-2.4,13,4,5,-6,16
C#CC(C)(C)NC(=O)c1ccccc1OC,2,-3,-5,13,6,-1.2,-14,-5,14,0,7
COc1cc(-c2coc3c(C(=O)NC4CCCCC4)cccc23)ccc1O,21,-1,nt,7,nt,-0.8,0,5,12,-3,-8
Cc1ccccc1C(=O)N1CCC2CC1c1cc(-c3ccc(F)cc3)ccc12 (configuration not stated),1,-3,4,8,8,-0.8,13,18,9,4,10
CN1C(=O)/C(=C/c2ccc(-c3ccccc3[N+](=O)[O-])o2)SC1=Nc1ccc(Cl)c(C(=O)O)c1,4,2,-9,6,7,-2.7,3,6,18,-1,-3
Cc1[nH]c(=S)[nH]c(=O)c1CCC1OCCO1,11,2,9,8,11,-0.7,4,16,1,-9,14
COc1cccc(/C=N/NC(=O)Cn2ccnc2C)c1,-18,2,5,-32,12,0.6,16,13,-1,5,-11
CCn1c(SCC(=O)Nc2ccc3c(c2)c2ccccc2n3CC)nnc1-c1ccco1,-6,46*,7,-1,3,-1.9,-9,11,-6,-3,5
O=C(NCc1ccco1)c1ccc2sc([C@H]3C[C@H](O)[C@@H](CO)O3)nc2c1,-10,-2,nt,-16,nt,-1.1,6,-41,3,10,8
Cc1cc(-c2nnc(CSc3nnc(NC(=O)c4ccc(C(C)(C)C)cc4)s3)o2)ccc1[N+](=O)[O-],-13,1,7,0,3,0.4,-6,3,8,-9,6
Cc1ccc(C2CC(c3cccc(Cl)c3)n3nc(N)nc3N2)cc1 (configuration not stated),3,0,-3,-14,-1,3.5,1,-20,8,-9,5
O=C(CCC(=O)OCc1ccc(Br)cc1)Nc1ccccc1,-6,0,-6,-9,-10,0.3,10,5,3,-1,11
CCOc1ccccc1NC(=O)c1ccccc1NS(C)(=O)=O,2,2,-10,12,-2,-1.2,0,-1,6,3,1
CCCCN(C)C(=O)CC(NS(=O)(=O)c1ccc(NC(C)=O)cc1)C(C)C (configuration not stated),-4,3,1,-20,-2,-0.7,-24,-4,5,-14,1
COC(=O)/C(C#N)=C1/C=Cc2ccccc2N1C,-42,5,-15,-53,2,-0.3,-31,-55,-1,-8,-13
CC(=O)NC1C(Oc2ccccc2C)OC2COC(c3ccco3)OC2C1O (configuration not stated),4,0,-5,-3,-13,0.6,9,10,6,-5,-22
CCOc1ccc(-c2nc(CSCC(=O)N3CCN(C(=O)c4ccco4)CC3)c(C)o2)cc1,-11,-3,-4,-5,-2,0.3,-4,-32,13,-7,-26
COc1ccc(Cl)cc1NC(=O)COC(=O)Cc1cccs1,-9,3,-30,-11,-3,-1.0,6,12,1,-7,-1
O=C(O)/C=C/c1cn(-c2ccccc2)nc1-c1ccc2c(c1)OCCO2,-22,4,1,-8,7,-2.8,15,-18,7,-11,9
O=C(Nc1cccc([N+](=O)[O-])c1)C12CC3CC(C1)CC(n1cnc([N+](=O)[O-])n1)(C3)C2,-6,-1,-21,-7,-16,-0.8,-16,-17,6,-1,3
O=C(COC(=O)Cn1cnc2ccccc21)Nc1cc(S(=O)(=O)N2CCOCC2)ccc1Cl,-3,1,1,-5,1,1.1,8,14,18,1,-2
Nc1ccc(S(=O)(=O)Nc2nccc(/C=C/c3cccc(Br)c3)n2)cc1,-6,6,-1,9,7,1.3,5,-5,6,-5,-5
O=S1(=O)N=CN(Cc2cccc(F)c2)c2ccccc21,10,-6,-14,-4,-17,-1.6,16,2,-3,0,-18
Cc1ccc(Nc2ccc(N)cc2S(=O)(=O)O)cc1,3,-7,0,-2,1,-1.0,-7,-11,6,7,6
CN(C)C(=O)c1cc(C(=O)Cc2ccccc2)c[nH]1,8,-3,nt,5,-1,-1.6,3,-10,2,-12,7
CC1(c2cccc(Br)c2)NC(=O)N(CC(=O)NC2CCCCC2)C1=O (configuration not stated),5,1,-2,-9,-8,0.6,12,33,14,0,-34
C/C(=N\NC(=O)c1c[nH]c2ccccc12)c1ccccn1,-35,-2,14,-75,1,-1.3,-65,-10,1,-2,-65
CNC(=O)COC(=O)c1cccnc1SC,14,-1,-4,2,11,-0.5,-16,-10,-2,1,-4
O=C(/C=C/c1ccccc1F)c1cccc([N+](=O)[O-])c1,13,70*,45*,-17,5,1.9,-23,-8,13,0,16
C=CCNc1sc(C(=O)C2CC2)c(N)c1C#N,1,-4,-7,5,-3,-0.8,18,-3,-4,-5,36
Cc1cc(C)n(CCCNC(=O)c2ccc(S(=O)(=O)NCc3ccco3)cc2)n1,-17,-6,6,2,-4,-1.6,5,-27,23,1,-5
Cn1c(CNC(=O)CNC(=O)c2ccccc2F)cc(=O)n(C)c1=O,-1,-8,7,2,0,-1.6,-2,2,15,19,-2
O=C(CCNS(=O)(=O)c1ccccc1Cl)OCc1nnc(-c2ccccc2Cl)o1,0,3,4,-6,0,-1.5,3,9,16,-2,-15
Cc1cc(C)n2nc(SCC(=O)N(C)c3c(N)n(Cc4ccccc4)c(=O)[nH]c3=O)nc2n1,nt,1,-7,0,2,-1.3,-11,nt,3,-7,-16
CC(C)C(c1nnnn1C1CCCC1)N(C)C1CCCCC1 (configuration not stated),-11,-6,-5,-4,-5,-1.7,12,3,1,4,6
